sPLA2-III inh: Inhibits HGIII-sPLA2 liposome hydrolysis, primary screen | Q9NZ20 | QFRET BODIPY PC-A2 liposome hydrolysis, fluorescence | inhibition, % at 12.2 µM | 0.56% of 370,000 active | AID 743126;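 active = inhibition above mean plus 3 SD of compounds lying within the high and low control bounds, cut at about 19% in these data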;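 also: 0% = median of test compound wells and 100% = no enzyme DMSO wells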
Target sequence (Q9NZ20 whole entry, looked up): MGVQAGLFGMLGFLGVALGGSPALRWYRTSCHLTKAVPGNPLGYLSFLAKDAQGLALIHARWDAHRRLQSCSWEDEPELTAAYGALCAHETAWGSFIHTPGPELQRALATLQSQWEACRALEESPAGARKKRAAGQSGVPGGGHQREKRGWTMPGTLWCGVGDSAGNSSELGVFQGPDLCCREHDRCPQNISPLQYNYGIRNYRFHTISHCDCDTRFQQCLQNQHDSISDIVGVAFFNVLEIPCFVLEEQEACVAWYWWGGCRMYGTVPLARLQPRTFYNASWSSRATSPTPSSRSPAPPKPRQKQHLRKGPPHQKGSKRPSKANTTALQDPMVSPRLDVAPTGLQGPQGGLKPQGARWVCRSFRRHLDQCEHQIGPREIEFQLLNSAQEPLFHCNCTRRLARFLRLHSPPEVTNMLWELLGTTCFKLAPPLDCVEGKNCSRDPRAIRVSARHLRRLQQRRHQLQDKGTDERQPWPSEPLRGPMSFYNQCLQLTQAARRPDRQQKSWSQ
DAX1 inh-1: inhibits human nuclear receptor DAX1. HEK293 Gal4-DAX1 luciferase reporter, luminescence. inhibition, % at 6.75 µM. 0.99% of 340,000 active. AID 504766;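 active = inhibition above the mean over all tested compounds plus 3 SD, cut at about 4.2% in these data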;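 also: 0% = DAX1-transfected cells with DMSO and 100% = empty-vector control cells with DMSO; inhibition shows as a rise in luminescence from relieved DAX1 repression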
ADAM17 inh: inhibits human ADAM17; inhibition, % at 6.95 µM; 0.83% of 370,000 active; recombinant ADAM17, EDANS/DABCYL FRET peptide cleavage; AID 720648;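 active = inhibition above the mean of compounds lying between control limits plus 3 SD, set per campaign, cut at about 8.5% in these data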;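 also: 0% = DMSO-only wells as the low control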
ssDAF12 agonist: activators of S. stercoralis DAF-12 nuclear receptor; activation, % at 6.8 µM; HEK293 ssDAF-12/GRIP1 lit1-tk-luc reporter, luminescence; % of 3 µM dafachronic acid response; 1% of 370,000 active;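 active = activation above the mean over all tested compounds plus 3 SD, cut at about 0.9% in these data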;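 also: 0% = DMSO-only wells and 100% = 3 µM delta7-dafachronic acid wells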
ADAM10 inh: inhibitors of human ADAM10 | recombinant ADAM10, EDANS/DABCYL FRET peptide cleavage, 3 h | inhibition, % at 7 µM | 0.62% of 370,000 active | AID 720582;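 active = inhibition above a per-campaign cutoff equal to the mean of compounds falling between control-based bounds plus 3 SD, cut at about 20% in these data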;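 also: 0% = DMSO wells while the 100% control is not disclosed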
Target sequence (O14672 214-748 limits assumed): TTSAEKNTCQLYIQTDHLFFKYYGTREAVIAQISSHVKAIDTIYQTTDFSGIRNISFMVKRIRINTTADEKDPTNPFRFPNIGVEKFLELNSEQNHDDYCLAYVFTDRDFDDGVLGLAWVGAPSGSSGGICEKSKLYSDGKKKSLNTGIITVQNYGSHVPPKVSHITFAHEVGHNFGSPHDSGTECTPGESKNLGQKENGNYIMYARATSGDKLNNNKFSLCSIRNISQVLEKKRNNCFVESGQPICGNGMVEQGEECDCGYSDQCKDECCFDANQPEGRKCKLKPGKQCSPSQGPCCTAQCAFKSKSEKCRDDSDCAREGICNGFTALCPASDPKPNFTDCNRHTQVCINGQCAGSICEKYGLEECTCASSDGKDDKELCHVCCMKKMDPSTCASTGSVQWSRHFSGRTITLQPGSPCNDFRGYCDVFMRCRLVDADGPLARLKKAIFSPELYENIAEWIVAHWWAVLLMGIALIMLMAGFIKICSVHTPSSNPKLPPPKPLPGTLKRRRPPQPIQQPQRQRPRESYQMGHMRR
FXN GAA850 act: increases GAA850 frataxin promoter reporter activity; HEK293 lucGAA850 FXN promoter luciferase reporter, 24 h; percent of 10 µM SAHA response; activation, % at 6 µM; 0.56% of 360,000 active; AID 540364;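 active = activation above the average of all compounds screened plus 3 SD, cutoff fixed separately per campaign, cut at about 7.5% in these data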;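 also: 0% = DMSO wells and 100% = 10 µM SAHA wells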
PLC-beta3 inh: inhibitors of human phospholipase C beta3; Purified PLC-beta3, fluorogenic substrate, fluorescence; 0.18% of 370,000 active; AID 720704; inhibition, % at 12.2 µM; in the data active = inhibition above about 11%;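 also: 0% = median of compound wells on plate and 100% = full blocker control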
PLCg1 inh: blocks human PLC-gamma1 enzyme activity | P19174 | inhibition, % at 12.2 µM | 0.84% of 370,000 active | AID 720700 | purified PLC-gamma1, fluorogenic substrate, fluorescence; in the data active = inhibition above about 9.5%
hgDAF12 agonist: hgDAF-12 agonism, primary luciferase screen. 1.8% of 370,000 active. activation, % at 6.8 µM. HEK293 GAL4-hgDAF12 UAS-luciferase reporter, agonist luminescence; normalized to butyrate control;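 active = activation above a cutoff set at the mean of all screened compounds plus 3 SD, cut at about 10% in these data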;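 also: 0% = DMSO wells and 100% = sodium butyrate wells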
hcDAF-12 act: H. contortus DAF-12 activation, primary screen | HEK293 hcDAF-12 lit1-tk-luc reporter, luminescence; 0% DMSO, 100% Δ7-dafachronic acid | activation, % at 6.8 µM | 1.4% of 370,000 active | AID 652067;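 active = activation above the mean of all tested compounds plus 3 SD, cut at about 5.5% in these data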;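 also: 100% = response to 3 µM Δ7-dafachronic acid high control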
DAX1 inh-2: inhibitors of DAX1 repression of SF-1 activated StAR promoter | HEK293T StAR-luciferase reporter, SF-1/DAX-1 repression relief | inhibition, % at 6.8 µM | 1.1% of 370,000 active | AID 652010;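 active = inhibition above the mean over all tested compounds plus 3 SD, cut at about 3.6% in these data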;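 also: 0% = DAX-1 cells with DMSO and 100% = cells lacking DAX-1 with DMSO; higher inhibition means more luminescence from relief of DAX-1 repression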
* = called active by the depositor; i = inactive; nt = no result given.

Compound,ADAM10 inh,DAX1 inh-2,hcDAF-12 act,sPLA2-III inh,DAX1 inh-1,FXN GAA850 act,PLCg1 inh,hgDAF12 agonist,ssDAF12 agonist,PLC-beta3 inh,ADAM17 inh
Cc1ccc(SCc2[nH]nc3c2C2(CCSCC2)C(C#N)=C(N)O3)cc1,-3,-0.7,0.6,-7,0.2,-1.9,0,-1.7,-0.5,-2,3
CCN(CC)S(=O)(=O)c1cccc(NC(=O)CSc2nnc(N)s2)c1,8,-0.3,-1.9,1,-0.8,4.1,-4,-2.3,-1.2,-4,-4
Cc1cc(C)c(OCC(=O)OCC(=O)NCc2ccco2)c(C)c1,-5,0.4,1.4,-2,1.2,-1.4,-4,-2.2,-1.2,-2,-2
O=C(c1ccccc1)N1CCCC(C(=O)N2CCCCCC2)C1 (configuration not stated),-2,-0.6,0.1,4,0.6,-2.1,2,-1.5,-0.8,6,1
Cc1csc(SCC(=O)Nc2ccc(CC#N)cc2)n1,-18,0.0,1.9,8,-0.8,1.7,1,-0.3,-0.7,-2,-6
O=C(CCC(=O)N1CCSc2ccccc21)NCc1ccc(Cl)cc1,-4,-0.5,-1.4,2,0.7,2.5,1,-1.9,-1.0,1,-3
CC1CCCCC1NC(=O)CNC(=O)c1ccco1 (configuration not stated),-7,0.8,1.5,10,0.9,0.7,8,5.8,-0.9,-8,-6
COc1ccc(/C=C/C(=O)Nc2c(C(=O)O)[nH]c3ccccc23)cc1OC,-9,-0.4,4.7,-27,-0.7,1.3,-2,7.5,0.8,-12,-8
Clc1ccc2[nH]c3c(NCC4CCCO4)ncnc3c2c1 (configuration not stated),-141,-2.0,-3.5,-12,nt,nt,-20,-2.3,-1.4,-23,-49
C=CCN(CC#CC1=CCCCC1)Cc1ccc(OC)cc1OC,1,-0.2,-1.7,1,nt,nt,0,2.1,-1.6,2,-1
Cc1noc(C)c1S(=O)(=O)N1CCCCC1,6,0.7,-0.8,2,1.4,-0.9,3,1.0,-1.1,7,1
COc1ccc(C(CNC(=O)c2ccc(S(=O)(=O)Nc3ccccc3OC)cc2)N2CCCC2)cc1 (configuration not stated),-14,4.2*,0.7,-4,0.8,-1.0,1,2.5,-0.9,-6,-5
O=C1NC[C@H](Cc2ccccc2)N(C[C@H]2CCCN2C[C@H](Cc2ccccc2)N2C[C@H](Cc3ccccc3)N(CC3CCCCCC3)C(=O)C2=O)C1=O,9,-0.2,0.3,-14,-1.3,0.0,-1,6.0,-1.5,1,0
O=C(CNS(=O)(=O)c1c(Cl)cccc1Cl)N1CCCCCC1,-10,1.0,2.3,-4,3.0,-0.7,-4,6.8,1.0*,-7,-4
CCCN1C(=O)C(O)(C/C(C)=N/O)c2ccccc21 (configuration not stated),-6,-0.3,-0.6,2,-0.5,-2.5,0,1.2,-1.1,1,-4
CCOC(=O)C(C)c1c(C(=O)c2ccc(C)nc2)c2ccccc2n1C (configuration not stated),-82,-0.4,-1.4,4,nt,nt,-89,-2.8,-0.9,-120,-30
Cc1nc(-c2cccnc2)sc1C(=O)Nc1ccc(Cl)cc1,2,-0.5,0.4,-1,-0.1,0.3,-3,-0.9,-0.7,-5,-2
Cc1ccc(NC(=O)C(C)OC(=O)Cc2c[nH]c3ccccc23)cc1 (configuration not stated),0,-1.3,2.2,-106,-1.2,-1.9,1,3.7,0.2,-2,4
Cc1ccc(S(=O)(=O)c2c(C)nn(C(C)(C)C)c2OC(=O)c2ccc(Br)o2)cc1,13,-1.2,-1.9,3,-1.1,-1.4,-2,-5.7,-1.1,-4,1
C=C1C[C@H]2[C@@H]3CCc4cc(OC)ccc4[C@H]3CC[C@]12C,0,0.3,-0.3,4,0.6,1.6,1,2.1,-0.8,1,-2
CCCNC(=O)NC(=O)CSc1cccc(C(F)(F)F)c1,0,0.2,-1.7,-5,-0.2,1.8,2,-2.8,-1.0,2,-2
CN(CC(=O)NCCc1ccc(S(N)(=O)=O)cc1)S(=O)(=O)c1cccc2nsnc12,-4,-0.1,-0.6,-1,-0.2,0.2,6,-2.0,-1.4,-3,-5
Cc1ccc(NC(=O)Nc2cccs2)cc1,6,1.4,5.4,1,0.4,2.5,-9,11*,-0.1,-7,-3
Cc1cc(C)n(-c2ccc(NC(=O)C3CCN(Cc4cnc(C)s4)CC3)cc2)n1,6,-0.8,3.8,3,-0.9,1.4,6,-1.7,-1.4,1,1
CCOC(=O)c1cnc(SCC(=O)NCc2cccs2)nc1N,-7,0.4,-1.6,-5,0.3,0.9,1,3.6,-0.8,-3,-3

Laid out differently: entries from further up.
mol: O=C1NC[C@H](Cc2ccccc2)N(C[C@H]2CCCN2C[C@H](Cc2ccccc2)N2C[C@H](Cc3ccccc3)N(CC3CCCCCC3)C(=O)C2=O)C1=O
  ADAM10 inh = 9	DAX1 inh-2 = -0.2	hcDAF-12 act = 0.3	sPLA2-III inh = -14	DAX1 inh-1 = -1.3	FXN GAA850 act = 0.0	PLCg1 inh = -1	hgDAF12 agonist = 6.0	ssDAF12 agonist = -1.5	PLC-beta3 inh = 1	ADAM17 inh = 0
mol: CCCNC(=O)NC(=O)CSc1cccc(C(F)(F)F)c1
  ADAM10 inh = 0	DAX1 inh-2 = 0.2	hcDAF-12 act = -1.7	sPLA2-III inh = -5	DAX1 inh-1 = -0.2	FXN GAA850 act = 1.8	PLCg1 inh = 2	hgDAF12 agonist = -2.8	ssDAF12 agonist = -1.0	PLC-beta3 inh = 2	ADAM17 inh = -2

Additional structures.
Compound,ADAM10 inh,DAX1 inh-2,hcDAF-12 act,sPLA2-III inh,DAX1 inh-1,FXN GAA850 act,PLCg1 inh,hgDAF12 agonist,ssDAF12 agonist,PLC-beta3 inh,ADAM17 inh
Nc1[nH]c(C(=O)c2ccccc2)c(-c2ccccc2C(F)(F)F)c1C(=O)c1c[nH]c2ccccc12,3,-0.6,2.5,-7,nt,nt,-16,1.2,0.6,-21,4
CCC(C(=O)NCc1ccco1)N(Cc1cccs1)C(=O)CNS(=O)(=O)c1ccccc1 (configuration not stated),2,-0.6,-0.8,-8,-0.7,-2.0,6,0.9,-1.8,3,1
CCOC(=O)C(=CNNc1cccc(Cl)c1)C(=O)OCC,10,0.4,0.3,-5,1.7,0.4,3,2.1,-1.7,-5,3
CN(C(=O)c1ccc(NC(=O)Cc2ccc(NC(=O)C3CCCN(C(=O)C4CCCCC4)C3)cc2)cc1)C1CC1 (configuration not stated),0,-0.3,-2.3,-10,-0.6,-1.5,1,-2.7,-1.5,4,-3
COCCN(CC(=O)NCC1CCCO1)C(=O)CCC(=O)Nc1cc(C)on1 (configuration not stated),6,0.0,0.3,4,0.2,1.3,3,2.1,-0.6,3,-2
O=C(CN1CCN(C(=O)C2COc3ccccc3O2)CC1)Nc1ccccc1 (configuration not stated),8,-0.3,-1.3,-5,-0.1,0.8,3,-0.9,-0.8,-3,0
COCc1c(C(=O)N2CCc3ccccc32)oc2ccccc12,-1,-0.4,0.0,1,0.6,1.1,-3,2.2,-1.1,-8,0
COC(=O)C1=C(C(=O)OC)C(c2cc([N+](=O)[O-])ccc2O)c2sc(=O)[nH]c2S1 (configuration not stated),-7,-0.3,-1.1,0,1.8,0.0,0,-0.8,-1.6,-3,-1
NS(=O)(=O)c1ccc(CCNS(=O)(=O)c2cccs2)cc1,-2,1.6,-0.6,2,0.0,-1.1,2,-0.5,-1.1,-3,-6
O=C(NCc1cc([N+](=O)[O-])ccc1O)c1cccnc1Sc1ccccc1Cl,8,-0.8,-1.4,-9,-0.4,-1.0,2,1.6,-1.1,-4,-2
COC(=O)c1cc(C)nc(N)c1C#N,i,-0.1,-0.3,-6,0.1,0.8,i,1.4,-1.7,i,i
CN(c1ccccc1)c1nc(N)c([N+](=O)[O-])c(Nc2cccc(F)c2)n1,-3,0.1,-2.3,-1,-0.5,5.5,2,1.9,-1.5,-2,0
COc1cccc(N=c2oc3c(C)ncc(CO)c3cc2C(N)=O)c1,-17,0.9,5.3,4,2.1,7.1,-11,2.8,-0.9,-47,-4
Cc1c(Cl)cccc1NC(=O)NN1CCN(C)CC1,-15,0.9,-0.9,7,-0.1,1.9,-4,-0.9,-0.7,-7,-7
Cc1ccc(N2C(=O)C3C(C2=O)C(C(=O)c2ccc(Cl)cc2)N2CCCC32)cc1 (configuration not stated),3,-0.1,-0.6,-3,0.7,-0.4,0,-0.2,-0.7,0,-2
Cc1cc(OCC(=O)OCC(=O)Nc2cc(S(=O)(=O)N3CCOCC3)ccc2Cl)ccc1Cl,-1,0.4,-1.6,-2,-0.3,0.1,-2,-3.4,-0.7,0,-2
COC(=O)NNC(=O)C(c1ccccc1)c1ccccc1,7,0.0,-0.6,0,-1.9,-1.8,2,-0.7,-2.1,-5,1
COc1ccc(-c2noc(-c3cccc(OC)c3OC)n2)cc1OC,-14,3.0,1.7,2,4.3*,4.0,0,7.8,-0.9,1,2
COC(CNS(=O)(=O)c1ccc(S(=O)(=O)N2CCCC2)cc1)OC,6,0.3,-1.8,-2,0.0,0.3,3,-1.2,-0.5,-4,0
CC(C)CN1CCC(=O)N([C@H](CSc2ccccc2)Cc2ccccc2)CC1,2,-0.6,-0.9,-9,0.1,-1.6,1,1.5,-1.4,2,0
CC(C)C(NS(=O)(=O)c1ccccc1)C(=O)OCc1cc([N+](=O)[O-])cc2c1OCOC2 (configuration not stated),11,-0.4,1.3,-12,0.4,4.0,2,-0.6,-1.4,-21,3
COC(=O)C1CC(O)CN1S(=O)(=O)c1cccs1 (configuration not stated),1,-0.4,-2.4,-1,-0.5,2.2,-1,2.1,-1.1,4,0
NC(=O)CSc1nc2ccccc2c(=O)n1Cc1ccccc1,5,-0.4,-0.5,1,-1.9,1.3,2,1.5,-1.0,-5,3
Cc1ccc(-n2nc3c(c2NC(=O)c2c(F)cccc2Cl)CS(=O)(=O)C3)cc1C,2,-0.7,-0.9,-5,-0.2,1.3,-1,-1.5,-1.4,-3,1
O=C(CCCC(=O)Nc1cccnc1)Nc1cccnc1,-2,0.0,0.0,1,0.4,0.7,1,-1.4,-1.2,2,-5
Cc1ccc(C(=O)Nc2ccccc2C(=O)N2CCCCCC2)cc1,-1,0.0,-1.1,-2,-1.8,2.4,10*,0.0,-1.8,8,-1
COc1ccc(/C=N/NC(=O)c2ccncc2)cc1Cn1nc([N+](=O)[O-])c(Br)c1C,2,-0.2,-1.4,-4,0.1,-0.7,2,2.1,-1.0,-3,3
O=C(Nc1cccc([N+](=O)[O-])c1)N1CCCCCC1,4,-0.3,0.3,-3,0.2,2.2,-1,0.9,-1.0,-3,-4
COc1ccc(C2c3ccc4ccccc4c3Oc3ncn(CCCO)c(=N)c32)cc1 (configuration not stated),11,0.0,-1.7,-11,-0.8,0.2,5,-3.2,-1.7,-3,4
O=c1ccc2cc(S(=O)(=O)NCc3ccccc3)ccc2[nH]1,-14,-0.8,-0.3,13,0.0,0.8,0,-2.5,-1.3,0,-5
CN1C(=O)Cc2cc(S(=O)(=O)NCCc3ccccc3)ccc21,-4,-0.5,-0.4,-42,2.5,-4.5,-4,1.0,-0.5,-9,-1

Compound activity deposited in PubChem by The Scripps Research Institute Molecular Screening Center.

Rows are unselected; about 6.9% have a hit in one of these screens.
